# AmpC detergent – AmpC beta-lactamase inhibition with detergent present | AmpC hydrolysis of nitrocefin, absorbance 480 nm, 0.01% Triton | P00811 | hit rate 0.041% among 370,000 | Potency, µM (series often up to 114 µM), inactives show top-dose activity change, negative = inhibition, most hits filed as inhibitors;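 note: potency is the fitted concentration of half-maximal effect; 0% = no-compound wells and -100% = no-enzyme wells; nearly all actives have a fitted effect of over 25% in size; some results filed as inactive show a strong effect at the top dose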
# Target sequence (P00811 whole entry, looked up): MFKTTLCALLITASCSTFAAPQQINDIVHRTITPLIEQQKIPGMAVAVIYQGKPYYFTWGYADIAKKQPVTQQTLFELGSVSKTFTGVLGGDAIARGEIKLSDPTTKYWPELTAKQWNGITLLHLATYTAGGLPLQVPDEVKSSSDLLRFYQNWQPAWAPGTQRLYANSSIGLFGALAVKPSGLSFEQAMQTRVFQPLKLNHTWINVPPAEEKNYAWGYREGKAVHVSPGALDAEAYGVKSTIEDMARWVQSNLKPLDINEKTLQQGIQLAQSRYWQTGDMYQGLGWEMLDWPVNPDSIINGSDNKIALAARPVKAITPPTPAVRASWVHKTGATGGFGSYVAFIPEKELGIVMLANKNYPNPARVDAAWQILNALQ
#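 AmpC (5.3 nM in the dispensed reagent) in 20 mM phosphate pH 7.0 with 0.01% (detergent screen) or 0.0001% Triton X-100 was preincubated with compounds for 15 min at room temperature. Nitrocefin was then added from an 800 uM solution, and hydrolysis was followed at 480 nm.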
# FBPA Giardia inh – blocks Giardia fructose-bisphosphate aldolase activity | purified Giardia FBPA | Potency, µM (highest dose often 59.6 µM), inactives show at the highest dose activity, negative = inhibition, most hits filed as inhibitors | hit rate 0.71% among 290,000 | AID 2451; note: potency is the fitted concentration of half-maximal effect; nearly all actives have a fitted effect of over 55% in size
# Target sequence (A8B2U2 whole entry, looked up): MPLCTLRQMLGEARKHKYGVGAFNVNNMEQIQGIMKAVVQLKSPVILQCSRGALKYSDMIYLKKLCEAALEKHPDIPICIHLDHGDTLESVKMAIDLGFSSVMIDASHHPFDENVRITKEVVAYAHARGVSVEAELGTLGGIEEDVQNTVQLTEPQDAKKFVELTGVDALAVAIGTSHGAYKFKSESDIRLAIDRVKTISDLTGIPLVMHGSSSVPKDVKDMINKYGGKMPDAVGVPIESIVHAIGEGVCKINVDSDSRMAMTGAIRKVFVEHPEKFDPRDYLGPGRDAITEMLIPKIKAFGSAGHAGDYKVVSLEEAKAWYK
#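 Giardia FBPA (40 nM reagent) was preincubated 10 min at RT with compound (up to 57.5 uM final), then substrate plus GAPDH/TPI/NAD/arsenate coupling system with diaphorase/resazurin was added; resorufin fluorescence (525/598 nm) was read after 20 min.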
# HCMV inh – human cytomegalovirus inhibition; activity change, negative = inhibition, % at 57.5 µM; HFF cells, HCMV-luciferase reporter, 72 h; active compounds read low; hit rate 4.5% among 410,000; in the data active = activity change below about -60%; inconclusive = no clear call, values can overlap the other calls; inactive = above about -39%
#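 Screen run at 2 compound doses on HFFs infected with reporter HCMV, MOI 1 PFU/cell. Luciferase activity from cell lysates at 72 h post infection gave inhibition relative to buffer-only and Salinomycin wells.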
# Sm TGR block – blocks Schistosoma mansoni thioredoxin glutathione reductase. AID 485364. hit rate 3% among 360,000. Q962Y6. purified TGR, DTNB reduction, TNB absorbance 405 nm. Potency, µM (series often up to 114 µM), for inactives: at the top dose activity change, negative = inhibition, actives largely listed as inhibitors; note: potency is the fitted concentration of half-maximal effect; nearly all actives have a fitted effect of over 60% in size
#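 TGR 20 nM + NADPH 100 uM (dispensed conc.), cpd preinc 15 min RT; start with NADPH (500 uM addition) then DTNB (15 mM addition). Kinetic TNB absorbance, 405 nm filter. Four-parameter Hill fit across titration.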
# AmpC no deterg – inhibitors of E. coli AmpC beta-lactamase without detergent | P00811 | AmpC nitrocefin hydrolysis, absorbance 480 nm, 0.0001% Triton | hit rate 0.52% among 330,000 | Potency, µM (highest dose often 57.1 µM), inactives show at the highest dose activity change, negative = inhibition, hits mostly inhibitors;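 note: potency is the fitted concentration of half-maximal effect; plate controls were no compound for no effect and no enzyme for full effect; nearly all actives have a fitted effect of over 20% in size; some results filed as inactive show a strong effect at the top dose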
#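 AmpC (5.3 nM in the dispensed reagent) in 20 mM phosphate pH 7.0 with 0.01% (detergent screen) or 0.0001% Triton X-100 was preincubated with compounds for 15 min at room temperature. Nitrocefin was then added from an 800 uM solution, and hydrolysis was followed at 480 nm.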
# AMA1 RON2 block – inhibitors of Plasmodium falciparum AMA1-RON2 interaction; Potency, µM (titrated, usually from 58.2 µM), for inactives: top-dose activity change, negative = inhibition, usual class: inhibitors; AID 720542; hit rate 0.2% among 360,000; AlphaScreen AMA1-biotinylated RON2 peptide binding;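 note: potency is the fitted concentration of half-maximal effect; 0% = vehicle wells and -100% = peptide control; nearly all actives have a fitted effect of over 45% in size; some results filed as inactive show a strong effect at the top dose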
#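 AMA1 (3D7) with his tag at 25 nM final met compounds first, then biotinylated RON2 peptide at 25 nM; detection used donor plus acceptor beads, 10 µg/mL apiece, read by AlphaScreen after 30 min at room temperature.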
# Starred values were filed as active, the others as inactive; ? = inconclusive; / = no result given; [ ] = dose if it differs, or a comment. Unless noted, calls come from the whole dose curve; as a rule, active = well fitted curve in the direction sought with a large enough effect; inconclusive = small, poorly fitted or top-dose-only effect, or another doubt; inactive = no such curve, though single readings can be large; an effect the other way counts as inactive or inconclusive. Unless noted, % is set by controls: 0 for no effect and ±100 for the full control effect.
SMILES,AmpC detergent,FBPA Giardia inh,HCMV inh,Sm TGR block,AmpC no deterg,AMA1 RON2 block
Cc1ccc(-c2nnc(Nc3ccc(C(=O)N(C)C)cc3)c3ccccc23)cc1S(=O)(=O)N(C)C,11%,/,-29,0%,/,/
COCCNC(=O)C1Cc2c(ccc3ccccc23)O1 (stereo unspecified),-10%,-1%,-16,/,16%,10%
O=C(NCCCn1ccnc1)/C(=C\c1cccnc1)NC(=O)c1ccccc1Br,?,5%,-31,4%,-25%,-1%
CCOC(=O)C1C(c2cccc([N+](=O)[O-])c2)C2C(=O)NN=C2CC1(C)O (stereo unspecified),6%,5%,-15,3%,-17%,5%
CC(=O)c1ccccc1NC(=O)COC(=O)Cc1cccc(C(F)(F)F)c1,-13%,/,0,1%,5%,-1%[11.6 µM]
CN1CCN(Cc2c(C#N)c3ccccc3n2C)CC1,?,8%,98,3%,3%,2%
CCc1cc(=O)oc2c(C)c(OCC(=O)NCCCN3CCOCC3)ccc12,4%,/,-9,-3%,25%,0%
COc1ccc(C(=O)Nc2nc3nc(C)c(Cc4ccccc4)c(=O)n3[nH]2)cc1OC,20%,/,28,4%,/,/
S=C1NCCNC(=S)NCCOCCOCCOCCN1,-1%,0%,73,-1%,-1%,46%[activator]
Cc1ccc(C)c(C(=O)CN2C(=O)c3ccccc3S2(=O)=O)c1,-4%,/,4,-3%,-3%,19%
CCCCn1c(N)c(N(CC)C(=O)c2ccc([N+](=O)[O-])c(C)c2)c(=O)[nH]c1=O,2%,-4%,-11,8%,4%,-8%
CCc1ccc(-c2cc(C)no2)cc1S(=O)(=O)NCCCN1CCN(c2ccccc2)CC1,1%,/,?,18%,64%[activator],?
Cc1ccc(NC(=O)CN2C(=O)N/C(=C/c3ccco3)C2=O)cc1,-22%,-24%,7,50µM*,?,9%
CCn1c2c(c3cc(Br)ccc31)CCC/C2=N\O,0%,-7%,-107*,9%,/,-5%
CCOC(=O)C1CCN(C(c2ccc(C)cc2)c2c(O)cc(C)n(CCOC)c2=O)CC1 (stereo unspecified),17%,/,9,7.9µM*,/,/
CCOc1ccc(CCNC(=O)c2cc3cc4cc(OC)ccc4nc3s2)cc1OCC,1%,/,-12,2%,/,/
COc1ccccc1/C(O)=C(\C#N)c1nc2ccccc2[nH]1,-5%,-1%,-12,-3%,-12%,91%[activator]
Cc1cccc(C(=O)NCCc2ccc(S(N)(=O)=O)cc2)c1[N+](=O)[O-],-1%,-2%,-17,-3%,-25%,9%
CCC(C)(C)NC(=O)CN(Cc1ccc2c(c1)OCO2)C(=O)CCC(=O)Nc1cc(C)ccn1,4%,/,-10,-5%,66%[activator],-3%
O=C(Cn1cnc2ccccc2c1=O)Nc1ccc(S(=O)(=O)N2CCCC2)cc1,0%,0%,-20,-5%,-34%,-12%

# Entries of single compounds as entered above. Order of values: AmpC detergent | FBPA Giardia inh | HCMV inh | Sm TGR block | AmpC no deterg | AMA1 RON2 block
# Results for CCc1cc(=O)oc2c(C)c(OCC(=O)NCCCN3CCOCC3)ccc12 : 4% | / | -9 | -3% | 25% | 0%
# Results for Cc1cccc(C(=O)NCCc2ccc(S(N)(=O)=O)cc2)c1[N+](=O)[O-] : -1% | -2% | -17 | -3% | -25% | 9%
# Results for CCn1c2c(c3cc(Br)ccc31)CCC/C2=N\O : 0% | -7% | -107* | 9% | / | -5%

# Later entries.
SMILES,AmpC detergent,FBPA Giardia inh,HCMV inh,Sm TGR block,AmpC no deterg,AMA1 RON2 block
O=C(NNC1=NCCC1)c1cccc(Br)c1,-4%,-20%[12.9 µM],32,11%,-2%,68%[activator]
Clc1ccccc1OCCN1CCC(Cc2ccccc2)CC1,3%,?,-21,/,55%,?
COC(=O)C1=NNC2(c3ccc(C)cc3)C(=O)N(c3ccc(C)cc3)C(=O)C12 (stereo unspecified),-4%,-8%,-16,3%,97%[activator],3%
c1ccc(Cn2c(Sc3nnnn3-c3ccccc3)nnc2-c2ccccc2)cc1,-2%,5%,11,4%,-13%,0%
C=CCn1c(NCc2c[nH]c3ccccc23)nc2ccccc21,3%,0%,78,-7%,-31%,-6%
COc1ccccc1OCCNC(=O)C(c1ccccc1)c1ccccc1,0%,-1%,-10,-3%,2%,-2%
Cc1ccc(C)c(NC(=O)C(=O)NCCc2c[nH]c3ccccc23)c1,3%,1%,-11,6%,-30%,0%
Cc1c(NC2=C(Cl)C(=O)N(c3ccccc3Cl)C2=O)c(=O)n(-c2ccccc2)n1C,-8%,8%,-5,40µM*,-18%,-3%
Cc1nc(NCc2cccnc2)c2c3c(sc2n1)CCCC3,10%,0%,12,8%,23%,-8%
COc1ccc(NC(=O)CN(C)C(=O)C2CC(=O)N(Cc3ccc(C)cc3)C2)cc1 (stereo unspecified),-3%,/,7,-1%,4%,9%
CCN(CC)CCCNC(=O)C1c2ccccc2Oc2ccccc21,-10%,5%,-8,0%,-12%,0%
Cc1ccc(/C=C/C(=O)Nc2cccnc2)o1,-12%,?,38,8.9µM*,-25%,-2%
COC(=O)C1=C(c2cccc(C#N)c2)C[C@@H]2CC[C@H]1N2C(=O)NCCO,-4%,/,-4,-21%,-10%,4%
CCOC(=O)c1cc(-c2csc(COc3ccccc3)n2)on1,-8%,0%,76,12%,-19%,16%
O=C(Nc1nc2n(n1)C(c1ccc(F)cc1)CC(c1ccccc1)N2)c1ccco1 (stereo unspecified),-5%,-25%,-4,-3%,9%,77%[activator]
N#CC1=C(N)OC2=C(C(=O)CCC2)C1c1cc2c(cc1Cl)OCO2 (stereo unspecified),-13%,1%,11,-12%,-24%,-7%
COCCNC(=O)c1cc2nc(-c3ccc(F)cc3)cc(C(F)(F)F)n2n1,0%,2%,-17,-2%[57.1 µM],-18%,-4%
O=C(Nc1ccccc1)Nc1ccccc1-n1ccnc1,2%,1%,1,/,-22%,-9%
COc1ccc(/C(O)=C2/C(=O)C(=O)N(CCN(C)C)C2c2ccc(C)cc2)cc1Cl (stereo unspecified),-6%,22%,4,-20%,5%,2%
O=C1CCCc2nc3nc4ccccc4n3cc21,-5%,-16%,/,0%,-3%,/
Cc1ccc(C(=O)N2c3ccccc3N(Cc3ccccc3)C(=O)C2(C)C)cc1,2%,0%,-93*,34%,-31%,-4%
CCNC(=O)CC1C(=O)N(c2ccc(C)cc2)C(=O)N1CCc1ccc(OC)c(OC)c1 (stereo unspecified),?,7%,-17,1%,16%,-6%
O=S(=O)(NCC(c1cccnc1)N1CCN(c2ccc(F)cc2)CC1)c1ccc(F)cc1 (stereo unspecified),?,3%,-14,?,?,-16%
CC(C)=CCCC(C)CCO (stereo unspecified),/,5%,11,/,-4%,9%
Cc1ccc(S(=O)(=O)N2CCCCC2C(=O)NCc2ccco2)cc1 (stereo unspecified),-8%,-1%,43,20µM*,-22%,15%
N#Cc1ccccc1CSc1ccc(-c2nc3ccccc3[nH]2)cn1,12%,-1%,-23,1%,-40%,0%
CN1C(=O)C(=Cc2ccc(N3CCCCC3)o2)C(=O)N(C)C1=S,-11%,2%,?,-58%,11%,-5%
C=CCn1c(SCC(=O)NCc2ccccc2)nnc1-c1ccccc1O,-8%,-1%,-14,4%,-18%,7%
O=C1NNC(c2ccccc2)=N/C1=C\c1ccccc1Cl,-8%,-25%,-28,-9%,-49%,-8%
CCC1=NN(C(=O)c2cccc(Br)c2)C(O)(c2ccc(Br)cc2)C1 (stereo unspecified),?,14%,-71*,-6%,-38%,36%[activator]
CN(C)CCCNc1oc(-c2ccccc2)nc1C#N,-17%,1%,-4,10%[11.4 µM],-6%,-5%
Cc1ccc2c(C)c(C(=O)N3CCN(Cc4ccc5c(c4)OCO5)CC3)oc2c1C,-1%,-12%,0,-2%,102%[activator],-24%
O=C(Nc1cccnc1)Nc1ccccn1,-2%,2%,-27,-5%,-22%,-12%
O=C(Nc1ccccc1)c1nc2ccccc2s1,-15%,-9%,161,2%,-13%,-17%
CCC1CN(C(=O)C2CCN(S(=O)(=O)c3c(C)noc3/C=C/c3ccccc3F)CC2)c2cc(Cl)ccc2O1 (stereo unspecified),9%,/,-2,1%,/,/
COc1ccc(NC(=S)NC(NC(=O)CCl)C(Cl)(Cl)Cl)c([N+](=O)[O-])c1 (stereo unspecified),-6%,-17%,/,2.8µM*,-56%,10%
C=CCN(C(=O)Nc1ccc2c(c1)nc(C)n2C)c1ccccc1,?,0%,29,11%,2%,3%
COC(=O)c1ccccc1NC(=S)NC(=O)COc1ccccc1,-3%,5%,69,22µM*,-27%,19%
O=C(OCCN1CCN(C2=NS(=O)(=O)c3ccccc32)CC1)c1cccc(Br)c1,4%,/,-16,6%,-5%,-8%
CC1CCN(C(=O)CCCNC(=O)Cn2cnc3sc4c(c3c2=O)CCCC4)CC1,10%,0%,2,0%,-17%,29%

# Compounds from the list above with a thiophene ring, fused or not, in the order listed:
SMILES,AmpC detergent,FBPA Giardia inh,HCMV inh,Sm TGR block,AmpC no deterg,AMA1 RON2 block
CCOc1ccc(CCNC(=O)c2cc3cc4cc(OC)ccc4nc3s2)cc1OCC,1%,/,-12,2%,/,/
Cc1nc(NCc2cccnc2)c2c3c(sc2n1)CCCC3,10%,0%,12,8%,23%,-8%
CC1CCN(C(=O)CCCNC(=O)Cn2cnc3sc4c(c3c2=O)CCCC4)CC1,10%,0%,2,0%,-17%,29%

# (next part)
SMILES,AmpC detergent,FBPA Giardia inh,HCMV inh,Sm TGR block,AmpC no deterg,AMA1 RON2 block
Cc1cccc(-c2n[nH]c(=S)n2Cc2ccccc2)c1,-1%,8%,19,-23%,-7%,0%
COc1ccc(/C=C(/C#N)c2nc(-c3ccc(-c4ccccc4)cc3)cs2)cc1OC,-2%,/,8,-13%,/,/
Cc1ccc(C)c(N2CCN(S(=O)(=O)c3cccc4cccnc34)CC2)c1,5%,7%,3,15%,-34%,-10%
CC(=O)Nc1ccc(NC(=O)C(C)OC(=O)COc2ccc(Nc3ccccc3)cc2)cc1 (stereo unspecified),-1%,/,2,-32%,-2%,16%[11.6 µM]
O=C(NC1CCCC1)c1cc(-c2ccc(F)cc2)on1,-1%,0%,97,12%,2%,-3%
NC(=O)C(CCC(=O)c1ccc(Br)cc1)S(=O)(=O)c1ccccc1 (stereo unspecified),2%,-1%,-22,-13%,-23%,-1%
COc1ccc(OC)c(Nc2nc(NCCCN(C)C)nc(N)c2[N+](=O)[O-])c1,-4%,3%,-15,-5%,28%,0%
Clc1ccc(-c2n[nH]c3c2CCCC3)cc1,4%,-7%,-72*,8%,-37%,13%
CC1Sc2ccc(S(=O)(=O)CCC(=O)NCc3ccccc3)cc2NC1=O (stereo unspecified),-13%,-7%,-24,-2%,-19%,8%
CCn1cc(C(=O)NCCC(C)C)c(=O)c2cc(S(=O)(=O)N(C)C3CCCCC3)ccc21,4%,/,-3,6%,/,/
CC1CCCCN1S(=O)(=O)c1cc2c3c(c1)CC(=O)N3CCC2 (stereo unspecified),-2%,/,-16,8%,/,/

# Source: PubChem BioAssay
